Screening data as filed in PubChem BioAssay.
DAX1 inh: inhibitors of human orphan nuclear receptor DAX1 (NR0B1); hit rate 0.99% among 340,000; inhibition, % at 6.75 µM; AID 504766; HEK293 Gal4-DAX1 luciferase reporter, luminescence;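 active means inhibition above the mean over all tested compounds plus 3 SD, cut at about 4.2% in these data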;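 further: 0% = DAX1-transfected cells with DMSO and 100% = empty-vector control cells with DMSO; inhibition shows as a rise in luminescence from relieved DAX1 repression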
Target sequence (P51843 207-470 limits assumed): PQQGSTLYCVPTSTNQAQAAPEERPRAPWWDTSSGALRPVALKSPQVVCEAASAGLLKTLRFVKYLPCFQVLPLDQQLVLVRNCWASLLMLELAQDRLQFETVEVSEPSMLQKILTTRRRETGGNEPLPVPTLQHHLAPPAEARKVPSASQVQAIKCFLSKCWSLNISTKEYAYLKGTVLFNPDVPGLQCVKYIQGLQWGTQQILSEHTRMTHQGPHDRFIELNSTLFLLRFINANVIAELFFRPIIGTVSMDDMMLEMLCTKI
GAA850 FXN act: increases GAA850 frataxin promoter reporter activity; AID 540364; activation, % at 6 µM; HEK293 lucGAA850 FXN promoter luciferase reporter, 24 h; percent of 10 µM SAHA response; hit rate 0.56% among 360,000;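 active means activation above the average of all compounds screened plus 3 SD, cutoff fixed separately per campaign, cut at about 7.5% in these data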;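 further: 0% = DMSO wells and 100% = 10 µM SAHA wells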
Starred values were filed as active, the others as inactive. An excerpt (hit frequency here may not be typical).

SMILES	DAX1 inh	GAA850 FXN act
Cc1ccc(CNC(=O)c2cccc(S(C)(=O)=O)c2)cc1	1.9	-1.3
CC(=O)N1CCc2cc(S(=O)(=O)CCC(=O)N3CCN(C(=O)c4ccco4)CC3)ccc21	-0.5	0.8
CC[C@H](C)[C@H]1O[C@]2(CC[C@@H]1C)C[C@@H]1C[C@@H](CC=C(C)[C@@H](O[C@H]3C[C@H](OC)[C@@H](O[C@H]4C[C@H](OC)[C@@H](O)[C@H](C)O4)[C@H](C)O3)[C@@H](C)C=CC=C3CO[C@@H]4[C@H](O)C(C)=C[C@@H](C(=O)O1)[C@]34O)O2	-0.2	-2.4
C=CCN1C(=O)/C(=C\c2ccc(Cl)cc2)N=C1SCC(=O)NC1CCCCC1	-1.1	2.3
CCc1ccc(OCC(=O)NNC(=O)c2ccc(NC(=O)C3CC3)cc2)cc1	1.5	-1.1
COC(=O)CCC(=O)OC1(C)C(=O)C=C2C=C(c3ccsc3)OC=C2C1=O (stereo unspecified)	1.6	0.6
Cc1ccc(S(=O)(=O)N2C[C@H]3N(C(=O)OC(C)C)N(C(=O)OC(C)C)C[C@H](OC(=O)NCC4CCCCC4)[C@@]3(O)C2)cc1	1.1	-8.6
CC[C@@]1(c2ccccc2OC)C(=O)N(C(=O)OC)N1C(=O)OC	-1.1	3.2
CC(C)(C)C(=O)NC(=S)NNC(=O)C(c1ccccc1)c1ccccc1	-2.2	0.4
O=c1c2c([nH]c3ccccc13)C(=C1CCCC1)CC2	-1.3	0.5
O=C(C[C@H]1C/C=C\C[C@H](NC(=O)OCC2c3ccccc3-c3ccccc32)C(=O)OC[C@@H]2CCCN2C1=O)N[C@H](CO)Cc1ccccc1	-0.2	0.5
CCn1c(SCC(=O)Nc2oc(C)c3c(C)n[nH]c(=O)c23)nc2sc(C)c(C)c2c1=O	1.4	-0.1

Record cards, from the list above.
CCc1ccc(OCC(=O)NNC(=O)c2ccc(NC(=O)C3CC3)cc2)cc1 in the list: DAX1 inh: 1.5; GAA850 FXN act: -1.1
Cc1ccc(S(=O)(=O)N2C[C@H]3N(C(=O)OC(C)C)N(C(=O)OC(C)C)C[C@H](OC(=O)NCC4CCCCC4)[C@@]3(O)C2)cc1 in the list: DAX1 inh: 1.1; GAA850 FXN act: -8.6

Other records follow.
SMILES	DAX1 inh	GAA850 FXN act
COc1ccc(CCNC(=O)c2ccc3nc(-c4ccco4)c(-c4ccco4)nc3c2)cc1OC	-1.5	-1.1
O=C(Nc1ccc(-c2nc3ccccc3[nH]2)cc1)c1ccco1	0.6	8.6*
COc1ccc2oc(C(=O)OCC(=O)Nc3ccccc3OC)c(C)c2c1	-0.6	0.3
Cc1ccccc1C(=O)Nc1ccc(S(=O)(=O)N2CCOCC2)cc1	-0.6	0.8
Cc1nn(C)c(C(=O)Nc2ccc(S(=O)(=O)NC34CC5CC(CC(C5)C3)C4)cc2)c1Br	-3.0	-1.5
CCOC(=O)c1ccc(N2C(=O)C=CC2=O)cc1	1.2	-8.4
COc1ccc(NC(=O)/C(Cl)=C(/Cl)S(=O)Cc2ccc(C)cc2)cn1 (stereo unspecified)	-4.8	-14.3
CC1(c2ccc3ccccc3c2)NC(=O)N(CC(=O)N2CCN(Cc3ccc(C#N)cc3)CC2)C1=O (stereo unspecified)	-4.6	-4.8
CCc1cccc(NC(=O)c2cccc3c2C(=O)N(C2CCCCC2)C3)c1	0.2	0.0
COc1cc(/C=N/Nc2ccc(Cl)c(C(=O)O)c2)ccc1OCC(=O)N1C(C)CCCC1C (stereo unspecified)	0.8	0.0
CCn1cc(C(=O)NCc2ccccc2F)c(=O)c2ccc(C)nc21	1.3	0.3
COc1cc(/C=C(\C#N)c2nc3ccccc3s2)ccc1OCC(=O)Nc1ccccc1	1.9	2.4
Cc1ccc(N/N=C(\Cc2nc3ccccc3[nH]2)c2ccccc2)cc1	0.2	4.3
O=C(NC12CC3CC(CC(C3)C1)C2)C1CC(=O)N(c2ccc(Br)cc2)C1 (stereo unspecified)	-0.9	-2.1
C=CCNc1nnc(Cc2ccc(C(C)C)cc2)c(=O)[nH]1	-0.2	-2.4
CCn1ccc(C(=O)Nc2ccc3c(c2)CCC3)n1	-0.1	1.0
F[B-](F)(F)c1cc2cc(Br)ccc2s1	-0.5	0.8
CCCCC(=O)Nc1ccc2c(c1)C(=O)NC2=O	1.8	-1.1
O=C(Nc1ccc(F)cc1F)C1CCCN(c2ncnc3c2nc2n3CCCCC2)C1 (stereo unspecified)	-0.5	-1.1
[O-]C(=C(C(=S)Nc1cccc2ccccc12)[n+]1ccccc1)c1ccc2c(c1)OCCO2	-4.1	-14.5
Clc1cccc(N=C2NN=C(c3ccc4c(c3)OCCO4)CS2)c1	-0.8	-6.4
CC(C)CCCCCCCCCCCCC(=O)NCC(=O)NC1C(O)C(O)C(Nc2ncnc3nc[nH]c23)OC1C(O)CO (stereo unspecified)	-5.9	-14.7
COc1ccc(C2=NO[C@H]3C[C@](C(=O)NC(C)C)(S(=O)(=O)c4ccccc4)C[C@@H]23)cc1	-0.6	-1.3
O=C(O)COc1ccc2occ(C(=O)c3ccccc3)c2c1	-1.4	-0.4
COc1ccc(N(Cc2cc3cccc(C)c3[nH]c2=O)S(C)(=O)=O)cc1	0.6	3.0
Cc1ccc(NC(=O)C(c2ccccc2)N(C)C)cc1Cl (stereo unspecified)	-0.5	1.4
O=C(NCCc1ccccc1)c1ccc2c(c1)N(Cc1ccccc1)CCS2	-0.1	3.4
COc1ccc(CNC(=O)c2sc(=S)n(-c3ccc(OC)cc3)c2N)cc1	0.4	-3.7
Cc1ccc(-c2nnc(NC(=O)Cc3ccc(F)cc3)o2)c(C)c1	1.0	0.8
COc1ccc(OC)c(-c2nnc3n2N=C(c2ccc(OC)c(OCC4CC4)c2)CS3)c1	-0.4	-1.6
COc1ccc(-c2cc(C(F)(F)F)c3c(=O)n(-c4ccccc4)[nH]c3n2)cc1	1.3	2.0
CCN1CCN(Cc2ccc(NC(=O)c3ccc(C)c(NC(=O)c4cncc(-c5cccs5)c4)c3)cc2C(F)(F)F)CC1	-2.2	-9.0
CCC(NC(=O)c1cc(COc2c(F)cccc2F)on1)c1ccncc1 (stereo unspecified)	0.1	-1.1
O=Cc1ccc(C(=O)OCC(=O)NC(=O)Nc2ccccc2F)cc1	-0.9	-0.1
CCN1CCN(C(c2ccc(OC)cc2)C(O)C(=O)c2c[nH]c3ccccc23)CC1 (stereo unspecified)	0.9	-0.7
O=C(O)/C=C/c1ccccc1Oc1ccccc1	0.0	1.8

Looked up above.
DAX1 inh, `CCN1CCN(C(c2ccc(OC)cc2)C(O)C(=O)c2c[nH]c3ccccc23)CC1` (stereo unspecified) = 0.9
GAA850 FXN act, `COc1ccc(CNC(=O)c2sc(=S)n(-c3ccc(OC)cc3)c2N)cc1` = -3.7

Carrying on:
SMILES	DAX1 inh	GAA850 FXN act
COC(=O)C(NC(=O)c1ccc(OC)cc1)(Nc1ncc(S(=O)(=O)c2ccc([N+](=O)[O-])cc2)s1)C(F)(F)F (stereo unspecified)	-0.2	5.8
CCOc1ccccc1-c1c2cc(O)c(=O)cc-2oc2cc(O)c(O)cc12	-0.8	-0.8
O=C(Cc1ccc(Cl)cc1)NCc1nc(-c2ccccc2)no1	-0.2	2.0
Cc1ccc(S(=O)(=O)N(C)C)cc1NC(=O)c1cc(-c2ccco2)nc2ccccc12	-2.1	-5.2
CC(C)C(NS(=O)(=O)c1cccc2nsnc12)C(=O)NC1CCCCC1C (stereo unspecified)	0.0	0.1
CN(Cc1ccccc1)S(=O)(=O)c1ccc(C(=O)Nc2nnc(C3CC3)o2)cc1	-0.9	-3.9
Cn1c2ccccc2c2cc(/C=N/NC(=O)c3ccc(O)cc3O)ccc21	-0.3	1.6
O=c1oc2ccccc2c(O)c1Sc1c(O)c2ccccc2oc1=O	0.5	-2.7
Cc1ccc2c(c1)C(=O)N1[C@H]3c4ccccc4OC[C@@H]3[C@H](c3ccccc3)[C@]1(C)C(=O)N2	0.4	-12.2
Cc1nn(-c2ccccc2)c2c1c(C)c(CCC(=O)N1CCOCC1)c(=O)n2C	-0.1	-0.9
C#CCOCCOCCOCCNc1nc(N2CCN(C(=O)C([C@@H](C)CC)n3cc(C(N)CO)nn3)CC2)nc(N2CCN(C(=O)[C@H](CCC(=O)O)n3cc(C(N)CC(C)C)nn3)CC2)n1 (stereo partly specified)	0.4	-1.8
COc1ccc(C2/C=C\CN(C(=O)C3CC3)[C@H](Cc3ccccc3)C(=O)N2Cc2ccc(F)cc2)cc1 (stereo partly specified)	-1.4	0.2
Brc1ccc(C=Nc2ccc(Nc3ccccc3)cc2)s1	-1.5	4.6
O=C1/C(=C/c2ccc3c(c2)OCO3)Oc2cc(OCC(=O)N3CC(O)C[C@H]3C(=O)O)ccc21 (stereo partly specified)	0.7	-1.9
Cc1cccc(NC(=O)CCc2nnc3ccc(N4CCC(C)CC4)nn23)n1	0.7	-1.2
N#Cc1cc([N+](=O)[O-])c(-n2nnc3ccccc32)c([N+](=O)[O-])c1	2.4	0.0
O=C(Nc1nnc(-c2ccc(Br)cc2)o1)c1ccco1	-0.1	3.8
CC1=NN(c2ccc(Cl)cc2)C(=O)C1C(c1cccc(O)c1)c1c(C)[nH]n(-c2ccc(Cl)cc2)c1=O (stereo unspecified)	-0.3	2.5
CC(=O)Nc1ccc2ccccc2c1	0.2	3.4
CCCCN(CC)S(=O)(=O)c1ccc(C(=O)Nc2nnc(COC)o2)cc1	0.1	-0.3
COc1ccc(OC)c(NC(=O)c2nnn(CC(=O)Nc3ccc4c(c3)OCO4)c2N)c1	-0.7	1.7
COc1ccc(C2(C(=O)N3CCC(n4nc(-c5ccccc5)oc4=O)CC3)CC2)cc1	0.5	-0.9
COc1ccccc1C1CCN(Cc2cccc(C(=O)N3CCC(O)CC3)c2)CC1	0.6	0.4
Oc1ccccc1/C=N/n1c(-c2cccs2)n[nH]c1=S	1.1	-0.5

Quoted at random: 5 compounds from above
SMILES	DAX1 inh	GAA850 FXN act
COC(=O)CCC(=O)OC1(C)C(=O)C=C2C=C(c3ccsc3)OC=C2C1=O (stereo unspecified)	1.6	0.6
O=C(O)COc1ccc2occ(C(=O)c3ccccc3)c2c1	-1.4	-0.4
CCN1CCN(C(c2ccc(OC)cc2)C(O)C(=O)c2c[nH]c3ccccc23)CC1 (stereo unspecified)	0.9	-0.7
Cc1cccc(NC(=O)CCc2nnc3ccc(N4CCC(C)CC4)nn23)n1	0.7	-1.2
CCN1CCN(Cc2ccc(NC(=O)c3ccc(C)c(NC(=O)c4cncc(-c5cccs5)c4)c3)cc2C(F)(F)F)CC1	-2.2	-9.0

Carrying on:
SMILES	DAX1 inh	GAA850 FXN act
Cc1cc(O)c(C=O)c2c1C(=O)Oc1c(CO)c(O)c3c(c1O2)C(O)OC3=O (stereo unspecified)	-0.1	0.1
Cc1cc(SCC(=O)c2cccc([N+](=O)[O-])c2)nc(=O)[nH]1	1.2	3.9
CN(C)c1ccnc(N(Cc2ccccc2)Cc2ccccc2)c1C#N	0.8	2.5
Clc1cccc(Cl)c1/C=C/c1nc2ccccc2[nH]1	1.8	3.4
Cc1cc(NC(=O)CSc2ccc(-c3nc4cc(C)c(C)cc4[nH]3)cn2)no1	2.0	2.4
C#CCOCCOCCOCCNc1nc(N2CCN(C(=O)C([C@@H](C)CC)n3cc(C(N)CC(C)C)nn3)CC2)nc(N2CCN(C(=O)[C@H](CCC(=O)O)n3cc(C(N)Cc4ccc(O)cc4)nn3)CC2)n1 (stereo partly specified)	0.6	-0.4
C#CCOCCOCCOCCNc1nc(N2CCN(C(=O)[C@H](Cc3cc4ccccc4[nH]3)n3cc([C@@H](N)CC(C)C)nn3)CC2)nc(N2CCN(C(=O)[C@H](Cc3cc4ccccc4[nH]3)n3cc([C@@H](N)CC(C)C)nn3)CC2)n1	0.0	1.7
CC(=O)Nc1ccc(S(=O)(=O)N(C2=NCC(C)S2)c2ccccc2)cc1 (stereo unspecified)	-1.5	-0.7
Cc1ccc(-n2nc3c(N4CCC(C(=O)NCCc5ccccc5C)CC4)nnc(C)c3c2C)cc1	0.1	0.6
COc1cccc(/C=C/C(=O)OCC(=O)Nc2ccc(Cl)cn2)c1	0.5	-1.1
Cc1cccc2c1N(CCCOc1ccc(C(C)(C)C)cc1)C(=O)C2=O	-1.5	1.2
NC(=O)C(CC(=O)O)NC(=O)[C@@H]1CCCNc2c(I)cc([N+](=O)[O-])cc2C(=O)N[C@@H](CO)C(=O)N[C@@H](Cc2ccc(O)cc2)C(=O)N1 (stereo partly specified)	1.1	0.5
CCCc1cc(=O)[nH]c(SCC(=O)N2CCC(C)CC2)n1	1.7	0.0
COc1ccc(C2NC(=O)NC3=C2CCc2ccccc23)cc1 (stereo unspecified)	-0.1	2.7
Cn1ncc(Br)c1NC(=O)c1cc(Cl)cc(Cl)c1	-0.3	0.2
Oc1[nH]c2ccccc2c1N=NC(=S)N1CCOCC1	-4.8	-1.0
O=S(=O)(Nc1c(O)ccc2ccccc12)c1cccc2ccccc12	1.8	-2.9
CCCNc1c(NS(=O)(=O)c2ccc(OC)c(OC)c2)c(=O)oc2ccccc12	-0.1	-2.0
CCn1cc([N+](=O)[O-])c(C(=O)N2N=C(c3ccc4ccccc4c3)CC2c2cc(Br)ccc2O)n1 (stereo unspecified)	0.9	0.5
Cc1ccc(NC(=O)c2nc(C)n(-c3ccc([N+](=O)[O-])cc3)n2)cc1	-2.2	0.4
CCOc1cccc2sc(N(CCN(C)C)C(=O)/C=C/c3cccs3)nc12	0.0	-0.5
O=C1C2CCCN2c2ccc(S(=O)(=O)N3CCOCC3)cc2N1Cc1ccccc1F (stereo unspecified)	-0.3	-0.6
CCOc1ccc(OCC(=O)Nc2nccs2)cc1	-2.6	1.8
COc1ccc(S(=O)(=O)CC(=O)c2cc3cccc(C)c3oc2=O)cc1	-0.6	1.2
O=C1CNC(=S)N1Cc1ccc(F)cc1	0.8	0.4
